Screening results (PubChem BioAssay)
OXTR agonist: human OXTR agonists, primary screen, fluorescence, CHO-OTR cells, Fluo-8 calcium; AID 2435, 2010; 0.32% of 320,000 active; activation, % at 3 µM; Oxytocin receptor (Homo sapiens), P30559; Fluo-8 calcium fluorescence; normalized: DMSO 0%, oxytocin 100%;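 active = activation above the mean of all tested compounds plus 3 SD, cutoff set per screening run, cut at about 20% in these data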;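 note: peak over basal fluorescence ratio from a 100 s FLIPR kinetic read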
M1 ag parental: counter-screen for M1 agonists: effect in parental CHO-K1 cells; Fluo-8 calcium fluorescence; scaled to maximal ATP response, vehicle zero; activation, % at 3 µM; 0.48% of 360,000 active; AID 602248, 2012; in the data active = activation above about 15%;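 note: untransfected CHO-K1 host cells lacking M1 receptor as counterscreen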
TAAR1 antagonist: human TAAR1 antagonists, primary screen, Fluo-8 calcium fluorescence, CHO RD-HGA16 cells. Trace amine-associated receptor 1 (Homo sapiens), Q96RJ0. antagonist. inhibition, % at 3 µM. 1.5% of 360,000 active. AID 624466, 2012;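 active = inhibition above a per-plate cutoff, the mean inhibition of test compounds on that plate plus 3 SD, cut at about 49% in these data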;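 note: 0% = DMSO plus EC80 beta-PEA response and 100% = DMSO alone without agonist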
Target sequence (Q96RJ0 whole entry, looked up): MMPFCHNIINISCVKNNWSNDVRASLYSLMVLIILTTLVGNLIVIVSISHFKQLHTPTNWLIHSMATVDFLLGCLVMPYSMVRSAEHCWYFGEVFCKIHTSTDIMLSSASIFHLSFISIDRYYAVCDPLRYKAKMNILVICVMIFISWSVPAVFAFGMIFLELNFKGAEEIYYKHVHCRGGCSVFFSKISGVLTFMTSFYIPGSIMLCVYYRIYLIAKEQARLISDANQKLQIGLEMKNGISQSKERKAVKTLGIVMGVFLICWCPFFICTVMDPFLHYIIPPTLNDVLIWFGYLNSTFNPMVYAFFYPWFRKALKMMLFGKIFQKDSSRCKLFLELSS
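Test system – hTAAR1-expressing CHO RD-HGA16 cells, Gα16-coupled · Reagent – β-PEA at EC80 concentration, post-compound challenge · Compound dosing – 3 µM, single point · Timing – 140 s kinetic read after compound, 140 s after agonist · Detection – Fluo-8 intracellular calcium dye fluorescence, real-time kinetic reads · Control set – DMSO and EC80 PEA controls · Repeats – n of 1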
CHO-K1 Ca PAM: nonselective calcium activators in parental CHO-K1 cells, primary screen, counter-screen for M1 PAM project, cell-based, Fluo-8 calcium fluorescence, full deck, 1536-well. activation, % at 3 µM. 0.02% of 360,000 active. ATP EC20; 0% at ATP EC20, 100% at ATP max;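 active = activation above the run cutoff, the mean activation of all test compounds plus 3 SD, cut at about 40% in these data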;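 note: peak over basal fluorescence ratio in a 140 s read after ATP addition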
OXTR potentiator: human OXTR potentiators, primary screen, fluorescence, CHO-OTR cells, Fluo-8 calcium. Oxytocin receptor (Homo sapiens), P30559. Fluo-8 calcium fluorescence, potentiator mode; 0% = oxytocin EC15, 100% = EC100. activation, % at 3 µM. 0.061% of 320,000 active;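 active = activation above that plate's cutoff, the mean activation of tested compounds plus 3 SD, cut at about 6.6% in these data, passing the limit was not always enough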;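 note: 100% uses oxytocin at 75 nM as the full agonist control; some results filed as inactive read as strong as hits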
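Assay system: CHO cell line stably expressing human OTR. Reagent: EC15 oxytocin agonist. Dosing: single dose, 3.0 µM nominal final compound concentration. Timing: compound 6 min at room temperature before oxytocin, 100 s read. Signal: kinetic Fluo-8 calcium fluorescence. Controls: oxytocin EC15 low and EC100 high.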
CHO parental Ca: ATP-evoked calcium signal inhibitors, parental CHO, primary screen, counter-screen for OX1R antagonist project, cell-based, fluorescence, Fluo-8 calcium dye | parental CHO-K1, ATP-induced calcium, Fluo-8 fluorescence | inhibition, % at 5.6 µM | 0.63% of 330,000 active | AID 463079, 2010;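 active = inhibition above that plate's mean sample inhibition plus 3 SD, cut at about 26% in these data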;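 note: 0% = ATP-challenged DMSO wells and 100% = DMSO wells without ATP; some compounds past the cut are filed as inactive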
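Assay system – parental CHO cells · Reagent – ATP stimulus · Detection – intracellular calcium via Fluo-8 no-wash fluorescent dye · Evaluation – percent inhibition of ATP-evoked calcium rise, normalized to controls · Controls – ATP wells versus no-ATP DMSO wells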
V1R ag counter: agonists of human V1a receptor, primary screen, counter-screen for OXTR agonist project, fluorescence, CHO-V1R cells | Vasopressin V1a receptor (Homo sapiens), P37288 | Fluo-8 calcium fluorescence, agonist mode; 0% DMSO, 100% 3 nM vasopressin | activation, % at 3 µM | 0.25% of 320,000 active | AID 2797, 2010;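 active = activation above the mean activation of all tested compounds plus 3 SD, per screening run, cut at about 20% in these data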;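 note: signal is peak over basal fluorescence ratio across a 100 second FLIPR read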
Target sequence (P37288 whole entry, looked up): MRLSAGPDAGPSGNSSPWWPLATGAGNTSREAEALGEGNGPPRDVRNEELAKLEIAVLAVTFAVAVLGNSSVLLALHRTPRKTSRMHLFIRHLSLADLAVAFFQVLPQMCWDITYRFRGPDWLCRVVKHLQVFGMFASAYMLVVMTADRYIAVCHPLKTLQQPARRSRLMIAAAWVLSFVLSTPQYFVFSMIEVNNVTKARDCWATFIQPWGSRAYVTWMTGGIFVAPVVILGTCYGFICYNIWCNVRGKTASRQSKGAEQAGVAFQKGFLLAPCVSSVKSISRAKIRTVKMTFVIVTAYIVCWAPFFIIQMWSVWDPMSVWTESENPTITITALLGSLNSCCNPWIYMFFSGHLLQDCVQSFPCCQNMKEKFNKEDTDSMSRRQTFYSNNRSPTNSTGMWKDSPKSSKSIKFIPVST
GPR7 antag: GPR7 receptor antagonists, primary screen, cell-based, fluorescence, single concentration; inhibition, % at 4.4 µM; 1.1% of 290,000 active; GPR7-expressing cells, fluorescence antagonist assay; in the data active = inhibition above about 16%, passing the limit was not always enough;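 note: cells stimulated with the agonist NPW; 0% = agonist with vehicle and 100% = vehicle without agonist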
Target sequence (P48145 whole entry, looked up): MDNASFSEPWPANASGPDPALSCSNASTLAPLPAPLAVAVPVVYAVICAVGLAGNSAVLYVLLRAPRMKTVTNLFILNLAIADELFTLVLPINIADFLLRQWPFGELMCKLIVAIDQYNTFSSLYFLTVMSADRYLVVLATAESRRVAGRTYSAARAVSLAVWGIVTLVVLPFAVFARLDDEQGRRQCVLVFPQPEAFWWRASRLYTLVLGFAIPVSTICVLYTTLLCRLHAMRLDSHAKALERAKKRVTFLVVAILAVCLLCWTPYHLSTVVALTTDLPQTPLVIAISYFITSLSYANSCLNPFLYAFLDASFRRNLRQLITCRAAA
CHO-K1 Ca antag: M1 antagonist counterscreen hit in parental CHO-K1 cells; ATP-induced calcium, Fluo-8 fluorescence; inhibition, % at 3 µM; 0.6% of 360,000 active; AID 602250;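 active = inhibition above a per-plate cutoff, the plate's mean sample inhibition plus 3 SD, cut at about 24% in these data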;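 note: 0% = DMSO plus EC80 ATP and 100% = DMSO alone without ATP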
Active calls of the source: *; / = not tested or not shown; & = joins results of further samples.

SMILES	OXTR agonist	M1 ag parental	TAAR1 antagonist	CHO-K1 Ca PAM	OXTR potentiator	CHO parental Ca	V1R ag counter	GPR7 antag	CHO-K1 Ca antag
COC(=O)c1ccc(-c2nn(C)c(=O)c3ccccc23)cc1	-1.7	0.3	-10	12	-3	-22	-0.9	-15	-10
S=c1[nH]nc(COc2ccc(Cl)cc2Cl)n1-c1ccccc1	8.9	0.4	-7	-1	-19	-13	9.2	4	-2
COCCCn1c(Cc2ccccc2)nnc1SCC(=O)N1CCCCC1	-0.5	0.3	-2	15	-5	-15	-1.4	-4	1
Cc1oc2c(C)c3oc(=O)c4c(c3cc2c1C)CCC4	/	0.3	-11	1	/	/	/	-14	3
Cc1ccc(C(=O)NCC(=O)NCc2ccc(Cl)cc2)s1	-2.6	-0.7	15	-4	-1	-7	-0.9	/	2
COc1ccc(C(=O)NC(=S)N2CCN(c3ccccc3OC)CC2)cc1	-1.5	-0.5	5	8	-11	-14	-0.3	-17	-9
O=C(C1CC1)N1CCN=C1SCc1cccc(C(F)(F)F)c1	-0.8	0.6	7	18	-1	-14	-0.2	11	-5
O=C(COC(=O)c1ccc(F)cc1F)Nc1ccc2c(c1)OCO2	/	0.1	-11	-11	/	/	/	/	-4
Cc1cc(-n2nc(C)cc2C)n2nc(C)c(-c3ccccc3)c2n1	-1.0	-0.2	-6	-4	3	-4	-1.0	-6	5
CCN(CC)S(=O)(=O)c1ccc(Cl)c(C(=O)Nc2ccc(Cl)cc2[N+](=O)[O-])c1	6.1	12	34	7	-13	50*	5.1	-11	20

Reprinted at random: 4 entries already listed, in no set order.
SMILES	OXTR agonist	M1 ag parental	TAAR1 antagonist	CHO-K1 Ca PAM	OXTR potentiator	CHO parental Ca	V1R ag counter	GPR7 antag	CHO-K1 Ca antag
COCCCn1c(Cc2ccccc2)nnc1SCC(=O)N1CCCCC1	-0.5	0.3	-2	15	-5	-15	-1.4	-4	1
O=C(C1CC1)N1CCN=C1SCc1cccc(C(F)(F)F)c1	-0.8	0.6	7	18	-1	-14	-0.2	11	-5
S=c1[nH]nc(COc2ccc(Cl)cc2Cl)n1-c1ccccc1	8.9	0.4	-7	-1	-19	-13	9.2	4	-2
CCN(CC)S(=O)(=O)c1ccc(Cl)c(C(=O)Nc2ccc(Cl)cc2[N+](=O)[O-])c1	6.1	12	34	7	-13	50*	5.1	-11	20

More records.
SMILES	OXTR agonist	M1 ag parental	TAAR1 antagonist	CHO-K1 Ca PAM	OXTR potentiator	CHO parental Ca	V1R ag counter	GPR7 antag	CHO-K1 Ca antag
O=C(OC(C(=O)NC1CCCC1)c1ccc(F)cc1)c1ccno1 (stereo unspecified)	-0.9	0.1	2	-11	-5	-15	-0.8	-7	-25
C[N+](C)(C)CCN1CCc2ccccc21	/	-0.1	-10	2	/	/	/	/	-13
O=C(NCC(c1ccco1)N1CCCCC1)c1cccc(NS(=O)(=O)c2ccc(Br)cc2)c1 (stereo unspecified)	3.6	9.3	22	-1	-8	-30	2.9	/	8
O=C(O)CSc1nc2ccccc2s1	0.7	0.6	-28	8	-1	9	0.0	-9&-10	-6
COC(=O)c1c(NC(=O)C2CCC2)sc(C(=O)N(C)C)c1C	2.0	-0.2	-8	4	3	0	0.5	1	6
Cc1ccc(S(=O)(=O)N2C[C@H]3C(=O)C[C@@H](c4ccc(Cl)cc4)N(S(=O)(=O)c4ccccc4C)[C@H]3C[C@H]2c2cccc(Cl)c2)cc1	/	0.2	-7	-2	/	/	/	/	10
CCOC(=O)C1=C(N)OC2=C(C(=O)CC(C)(C)C2)C1c1cccs1 (stereo unspecified)	-2.9	-0.7	12	4	1	-30	-2.1	-8	2
CCOc1ccccc1NC(=O)C1CC2CCCC(C1)C2=O (stereo unspecified)	-1.3	0.4	5	8	-5	-4	-1.1	-8	-3
O=C(NCCC(=O)N1CCN(c2ncccn2)CC1)c1ccccc1	0.9	0.5	-4	19	-3	-7	0.1	-5	-9
O=C(Nc1ccc(-n2cnnn2)cc1)c1cc(S(=O)(=O)N2CCCC2)ccc1Cl	/	3.9	-14	-9	/	/	/	/	6
COn1c(-c2ccccc2)nc2c1CCc1c-2no[n+]1[O-]	1.5	-0.2	-6	4	-1	-12	0.9	-7	-12
COc1ccc(CC(=O)NC(C)c2nnc(SCC(=O)Nc3cc(C)ccc3OC)n2C)cc1 (stereo unspecified)	-0.6	0.0	-27	-14	-5	-14	0.2	-12	-6
O=C(Nc1ccc2c(c1)Cc1ccccc1-2)c1ccco1	1.3	0.5	9	-8	-11	-9	1.4	-4	8
O=C(O)c1cccc(N(CCO)CCO)c1	0.4	0.3	-1	16	-5	-7	0.0	-1	-13
Cc1cc(C(=O)CSc2nnc(N)s2)c(C)n1Cc1cccs1	6.2	2.8	-12	8	-2	-7	3.7	-6	2
CCc1cc2c(C)ccc(C)c2nc1SCC(=O)Nc1c[nH]c(=O)[nH]c1=O	2.0	0.4	-22	2	6	-13	1.4	-4	1
O=S(=O)(c1ccccc1)N1N=C(c2cccs2)CC1c1cccc(O)c1 (stereo unspecified)	-0.8	-0.7	-28	-9	-2	-4	-0.8	-12	1
CC(C)Cn1c(N)c(C(=O)CSc2nccn2C)c(=O)n(C)c1=O	1.3	2.1	14	-21	2	-12	0.7	/	10
COc1ccc(CNCC(O)(c2ccccc2)c2ccc(F)cc2)cc1 (stereo unspecified)	3.8	3.3	12	3	-21	-18	3.0	31	-6
CCSc1nnc2c(n1)OC1(CCCC1)Nc1ccccc1-2	-1.2	0.8	-17	13	-1	-15	-0.5	-15	2
Cc1oc2c(c1C(=O)NCc1ccccc1)CCCC2	-1.9	-0.3	0	0	-3	-19	-1.2	-8	-10
COc1cc(/C=N/NC(=O)C2C3CCCCC32C)cc(Br)c1O (stereo unspecified)	-0.1	2.6	6	4	-12	-12	0.7	-5	-2
CC(C)Oc1ccc(CN2CCC2(C)C(=O)Nc2cccc(Oc3ccccc3)c2)cc1 (stereo unspecified)	/	0.4	-24	11	/	/	/	/	-15
COC(=O)COc1ccc(S(=O)(=O)N2CCN(c3ccccc3)CC2)cc1	2.0	0.7	14	10	-5	6	1.9	11	3
CC(C)C(CCNC(=O)CC(Cc1ccccc1)c1ccco1)c1ccco1 (stereo unspecified)	-2.4	0.4	10	-3	-9	-26	0.8	0	8
COc1ccc(/C(C)=N/NC(=S)NCCc2ccccc2)c(O)c1	0.0	4.0	9	4	-25	0	5.2	11	-10
Cc1ccc(CSC2=NCCN2C(=O)C(C)Oc2ccccc2)cc1 (stereo unspecified)	-0.3	0.2	3	11	-24	-19	1.4	2	-14
CC(C)CCn1nnnc1C(c1ccccc1)N1CCC(C(N)=O)CC1 (stereo unspecified)	1.0	0.7	15	19	-7	-9	-0.2	-8	-12
COc1ccc(OC)c(NC(=O)C(=O)N/N=C/c2ccccc2[N+](=O)[O-])c1	-0.1	0.9	43	17	-6	-13	0.6	-17	-7
COc1ccccc1N1C(=O)CC(Sc2ccccc2N)C1=O (stereo unspecified)	-1.2	2.5	10	-4	-8	-12	1.9	3	7
C/C(=N\Nc1nc(Cl)c(Cl)cc1Cl)c1ccc(S(=O)(=O)NCc2ccco2)cc1	5.3	-0.2	65*	11	-11	-24	3.7	-10	-9
CCCNc1c(NS(=O)(=O)c2ccc(C)cc2C)c(=O)oc2ccccc12	-1.7	2.3	-11	22	-9	-25	-1.2	-9	-17
Cc1oc(-c2cccc(Cl)c2)nc1CN1CCC(C(=O)NCc2cccnc2)CC1	0.2	0.3	-22	16	1	-9	-0.1	-2	-6
Cc1cc(C)n(-c2ccc(C(=O)Nc3ccc(S(=O)(=O)N(C)C)cc3)cc2)n1	6.2	4.7	-12	13	-7	-14	6.5	-9	-4
O=C(/C=C/c1ccc(Cl)cc1)NCc1ccncc1	-0.3	1.2	-8	-4	-3	-5	0.9	7	-1
Cc1nn2c(-c3ccncc3)ccnc2c1Br	-0.4	3.6	-10	4	-10	21	0.2	-3	-2
O=C(Nc1ccc(C(=O)N2CCCC2)cc1)C1CC1	/	0.7	-5	10	/	/	/	/	-5
CCC1(C)Cc2c(sc3nc(NN)n(C)c(=O)c23)CO1 (stereo unspecified)	-1.6	1.2	-16	19	1	-16	0.4	2	-13
Cc1ccc(NC(=O)N2CCC(c3ccccc3)C2)cc1C (stereo unspecified)	-1.6	0.1	-4	-27	-5	-11	-1.6	4	12
CC(NC(=O)c1ccccc1Br)c1nnc(SCc2ccc([N+](=O)[O-])cc2)n1C (stereo unspecified)	-1.6	0.7	-7	18	1	-8	-1.1	6	-8
O=C(O)CCCN1C(=O)c2cccc3cccc(c23)C1=O	0.0	0.2	1	23	3	-4	1.3	-6	-5
C=CCn1c(SCCC(=O)O)nnc1-c1cccs1	-0.4	0.1	-8	0	-12	1	0.9	5	0
CSc1ccc(S(=O)(=O)N2CCC(C(=O)NCCCn3ccnc3)CC2)cc1	-0.6	0.5	-9	5	-10	-8	0.2	-5	-4
CCC(C)Sc1nnc(CSc2nc3nc(C)cc(C)n3n2)o1 (stereo unspecified)	1.4	1.4	-12	-3	-4	-16	1.4	-13	-9
Cc1nnc(SCC(=O)NC2CCCc3c2cnn3-c2ccccc2F)o1 (stereo unspecified)	-0.6	0.2	-8	8	-3	-6	3.0	0	-17
CC(C)(C)S(=O)(=O)N1Cc2ccc(CO)cc2[C@H]1CCO	/	-0.1	-9	4	/	/	/	/	-6
Cc1cc(S(=O)(=O)NCc2ccccn2)c(Cl)cc1Cl	-0.1	0.7	-5	14	-2	-9	1.1	-5	1
COCCN(Cc1ccccc1)C(=O)C1CCN(S(=O)(=O)c2ccc(OC)c(OC)c2)CC1	-1.5	1.5	-19	12	2	-12	-1.3	/	-3
Cc1ccc(O)c(-c2cc(-c3ccccc3[N+](=O)[O-])[nH]n2)c1	4.1	1.9	57*	-3	-13	-4	4.3	17	14
O=C(NCc1ccccc1Cl)c1ccc(S(=O)(=O)Nc2cccc(C(F)(F)F)c2)cc1	15	3.1	20	27	-6	17	9.9	24*	-4
c1ccc(-c2ccc(OCCOCCn3cncn3)cc2)cc1	2.9	1.0	5	10	-7	-7	1.2	-15	-4
C=CCNc1nc2c3ccccc3n(C(C)=O)c2s1	-2.0	0.5	13	18	-2	-26	-0.5	5	-10
COc1ccc2nc(SCC(=O)Nc3ccc4c(c3)CCC4)[nH]c2c1	-0.7	0.5	-11	10	-11	-19	0.6	-17	3
